Compound activity deposited in PubChem by several laboratories.
HTR5A inv ctr – counter-screen for OPRM1-OPRD1 inverse agonists: human HTR5A inverse agonism | P47898 | 340,000 tested, 0.083% active | HTR5A cell line, luminescence | inhibition, % at 9.3 µM; in the data active = inhibition mostly above about 23%, no sharp cut-off; inactive = mostly below about 18%;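 note: 0% = cells with DMSO and 100% = no-cell wells with DMSO; some compounds called inactive have numbers as strong as hits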
Target sequence (P47898 whole entry, looked up): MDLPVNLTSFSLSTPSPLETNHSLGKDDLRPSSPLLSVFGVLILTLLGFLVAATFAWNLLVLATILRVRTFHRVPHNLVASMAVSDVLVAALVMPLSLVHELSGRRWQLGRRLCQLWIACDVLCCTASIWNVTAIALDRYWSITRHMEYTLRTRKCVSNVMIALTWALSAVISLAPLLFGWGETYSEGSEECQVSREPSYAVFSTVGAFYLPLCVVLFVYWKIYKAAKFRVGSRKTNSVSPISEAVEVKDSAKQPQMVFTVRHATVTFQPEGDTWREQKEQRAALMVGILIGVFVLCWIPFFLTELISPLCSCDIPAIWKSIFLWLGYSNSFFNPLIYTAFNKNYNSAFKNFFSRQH
SUMO Mot1 rescue – inhibitors of SUMOylation pathway: yeast Mot1-301 growth rescue | 320,000 tested, 1% active | S. cerevisiae Mot1-301 growth rescue, ATP luminescence, 38.5C; percent above DMSO median, 100 means doubled | growth rescue, % at 18.8 µM | AID 2716;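 active = every valid replicate shows activation above 250% relative to neutral control wells; inactive = the rest, any valid replicate at or below 250%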;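 note: OY570 slx delta 5 strain wells were the positive control but not used for scaling; some compounds called inactive have numbers as strong as hits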
PKA-R2B act – activators of human PKA-R2B complex; P22694+P31323; PKA-R2B holoenzyme dissociation, Cy5-IP20 fluorescence polarization; R2B truncated from residue 108, S112A mutant; 0% DMSO only, 100% 113 µM cGMP; activation, % at 11.4 µM; 340,000 tested, 0.079% active; AID 504700;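 active = activation above a cutoff set at the mean over all compounds plus 3 SD, cut at about 18% in these data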;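 note: higher means more holoenzyme dissociation and a rise in polarization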
DAGLB inhibitor – diacylglycerol lipase beta (human) inhibition; AID 504411; 340,000 tested, 0.059% active; HEK293T DAGLB membrane lysate, EnzChek fluorogenic substrate; inhibition, % at 5.17 µM; Q8NCG7; in the data active = inhibition above about 34%;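 note: 0% = enzyme with vehicle and 100% = wells lacking enzyme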
Tat export inh – E. coli Tat transport inhibition; E. coli MC4100 TorA-mCherry Tat export, fluorescence; inhibition, % at 10 µM; 340,000 tested, 0.036% active; AID 488895;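 active = mean replicate inhibition at least 50% and at least half of replicates individually reaching 50%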;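 note: exported cargo escapes ClpAP degradation while cytoplasmic cargo is degraded and loses fluorescence; 0% = median of neutral control wells and 100% = median of NaSCN control wells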
HTR5A ag ctr – HTR5A agonism, opioid heterodimer counter-screen; activation, % at 9.3 µM; HTR5A agonist assay, luminescence, cell-based; AID 504692; 340,000 tested, 0.61% active; in the data active = activation mostly above about 9.5%, no sharp cut-off; inactive = mostly below about 7.6%;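 note: 0% = cells with vehicle only and 100% = reference agonist; strong numbers were not always called active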
PKA-R1A activ – activates the PKA-R1A holoenzyme complex; activation, % at 11.4 µM; P00514+P68181; PKA-R1A dissociation, Cy5-IP20 fluorescence polarization; scaled: DMSO 0%, 113 µM cGMP 100%; 340,000 tested, 0.083% active;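 active = percent activation above the mean of all tested compounds plus 3 SD, cut at about 19% in these data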;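 note: higher means more PKAc released from R1A so a rise in polarization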
CDK5 p35 inh – CDK5/p35 (human) kinase inhibition; Recombinant CDK5/p35, ADP-Glo luminescence, 60 min; 330,000 tested, 0.01% active; Q00535+Q15078; inhibition, % at 10 µM; AID 488839;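 active = highest replicate inhibition of at least 50% and at least 75% of replicates reaching 50%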;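 note: plate controls were DMSO neutral control for no effect and GW8510 at 10 µM for full effect; many of its hits are not listed in these tables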
Target sequence (Q00535 whole entry, looked up): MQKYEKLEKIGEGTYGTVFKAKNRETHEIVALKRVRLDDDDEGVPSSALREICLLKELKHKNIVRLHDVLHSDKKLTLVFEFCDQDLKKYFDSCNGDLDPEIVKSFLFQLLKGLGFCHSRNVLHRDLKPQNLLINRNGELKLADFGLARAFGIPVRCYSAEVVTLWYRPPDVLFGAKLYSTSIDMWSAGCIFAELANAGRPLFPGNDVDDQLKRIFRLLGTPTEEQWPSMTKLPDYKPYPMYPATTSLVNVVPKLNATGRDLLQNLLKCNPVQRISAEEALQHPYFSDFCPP
Target sequence (Q15078 whole entry, looked up): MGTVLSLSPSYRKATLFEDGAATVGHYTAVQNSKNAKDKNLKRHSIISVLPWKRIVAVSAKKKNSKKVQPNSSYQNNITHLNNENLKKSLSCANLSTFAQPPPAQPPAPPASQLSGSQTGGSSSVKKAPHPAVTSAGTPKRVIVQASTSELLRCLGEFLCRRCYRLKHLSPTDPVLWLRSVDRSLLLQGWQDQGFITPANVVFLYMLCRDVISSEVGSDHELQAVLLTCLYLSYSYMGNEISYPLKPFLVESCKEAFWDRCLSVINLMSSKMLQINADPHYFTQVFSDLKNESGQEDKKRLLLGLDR
E coli growth – reduces bacterial viability in AddAB counter-screen. AID 449728. inhibition, % at 11.9 µM. E. coli V3065 growth, OD600 absorbance, 18 h. 330,000 tested, 0.27% active;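 active = inhibition above the campaign's mean inhibition across all tested compounds plus 3 SD, cut at about 9.9% in these data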;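 note: uninfected addAB+ strain grown without phage in ampicillin broth; 0% = DMSO wells and 100% = ciprofloxacin 0.95 µg/ml wells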
phage Ecoli inh – E. coli growth loss with phage present | growth absorbance | inhibition, % at 11.9 µM | 360,000 tested, 0.26% active; in the data active = inhibition above about 11%
AddAB inh – less growth of phage-infected E. coli with AddAB | 330,000 tested, 0.29% active | E. coli expressing H. pylori AddAB, absorbance growth | inhibition, % at 11.9 µM | AID 435030; in the data active = inhibition above about 12%;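 note: 0% = vehicle wells of infected cells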
* = called active by the depositor; · = not tested or not shown; & = joins results of further samples.

The first two entries (preview)
SMILES	HTR5A inv ctr	SUMO Mot1 rescue	PKA-R2B act	DAGLB inhibitor	Tat export inh	HTR5A ag ctr	PKA-R1A activ	CDK5 p35 inh	E coli growth	phage Ecoli inh	AddAB inh
COc1ccc2nc(NC(=O)c3ccc(NC(=O)C4CCCO4)cc3)sc2c1 (stereo not drawn)	-32	-4	5	1	-5	9	20*	-0.4	-1.4	-1.5	0.7
COc1cc(Cl)c(C)cc1NC(=O)CSc1nnc(-c2ccccn2)n1Cc1ccco1	-28	1	-10	0	-2	-3	-20	0.5	2.2	1.7	5.4

The whole of this part, from the start:
SMILES	HTR5A inv ctr	SUMO Mot1 rescue	PKA-R2B act	DAGLB inhibitor	Tat export inh	HTR5A ag ctr	PKA-R1A activ	CDK5 p35 inh	E coli growth	phage Ecoli inh	AddAB inh
COc1ccc2nc(NC(=O)c3ccc(NC(=O)C4CCCO4)cc3)sc2c1 (stereo not drawn)	-32	-4	5	1	-5	9	20*	-0.4	-1.4	-1.5	0.7
COc1cc(Cl)c(C)cc1NC(=O)CSc1nnc(-c2ccccn2)n1Cc1ccco1	-28	1	-10	0	-2	-3	-20	0.5	2.2	1.7	5.4
CN(CC(=O)Nc1ccccc1Cl)C(=O)COC(=O)/C=C/c1cccs1	-3	·	-7	-3	-11	1	2	-1.2	-2.5	2.6	-2.1
N=c1c2c(-c3ccccc3)c(-c3ccccc3)n(Cc3ccco3)c2ncn1Cc1ccccc1	23	-18	11	2	3	0	18	0.5	1.2	3.2	0.1
Cc1nc2ccccc2c(=O)n1/N=C/c1ccc2ccccc2c1O	-5	177	-14	0	2	2	-13	-0.4	-2.0	·	-1.8
O=C1N/C(=C/c2cccs2)C(=O)N1Cc1ccc(Br)cc1	-22	9	-10	1	-3	-2	-2	0.5	0.4	2.0	0.3
Cn1ncc(N=Cc2ccccc2O)c1C(=O)Nc1ccccc1	7	-18	7	-1	0	0	4	-2.8	-0.6	1.0	2.2
O=C(Nc1nc(-c2cccs2)cs1)c1ccc(S(=O)(=O)N2CCCC2)cc1	-33	-16	-3	-5	6	13	1	-2.0	2.5	-1.2	2.3
CCC(NC(=O)CCc1ccccc1)c1ccccc1 (stereo not drawn)	16	135	6	-4	0	-6	3	0.1	2.5	7.3	4.7
COc1ccc(Br)cc1C1Nc2cccc3cccc(c23)N1	-34	-9	8	6	-12	9	0	0.5	-1.8	1.2	-0.4
CC(NC(=S)Nc1ccc([N+](=O)[O-])cc1)c1ccncc1 (stereo not drawn)	16	-13	3	1	-2	-5	0	3.6	-1.7	3.4	-0.7
CCCN1Cc2cccc(C(=O)Nc3cc(OC)cc(OC)c3)c2C1=O	-10	569	-4	-2	-2	-4	12	-0.5	0.7	1.2	1.9
O=c1c2ccccc2nc2c3ccccc3c(NCCO)nn12	-3	-7	-5	0	1	1	-9	2.0	-0.5	-4.0	0.6
CC(=O)C1=C(O)C(=O)N(Cc2cccnc2)C1c1ccc(Cl)cc1 (stereo not drawn)	-23	94	-4	-1	1	2	1	-2.5	1.7	2.5	0.5
CC(Oc1ccc(Cl)cc1)C(=O)OCC(=O)Nc1ncc(Cl)cc1Cl (stereo not drawn)	14	28	-2	-4	1	-6	3	-0.4	1.4	-0.6	2.4
O=C(OCc1cccc([N+](=O)[O-])c1)c1ccc[nH]c1=O	-24	-6	3	-3	-5	-5	14	1.6	0.1	-1.6	5.7
CC1CCCCC1NC(=O)CCCc1nc2ccccc2c(=O)[nH]1 (stereo not drawn)	-8	·	-1	-1	-12	0	2	-1.1	·	1.6	·
O=C(c1cccs1)N1CCN(Cc2ccc3c(c2)OCO3)CC1	-11	2	4	-2	-4	4	-11	-0.8	-0.5	·	0.1
Cc1ccc(-c2noc(CSc3nnnn3-c3ccccc3)n2)cc1	-29	95	1	-8	14	0	-2	0.3	3.0	-0.1	4.2
O=C(NCc1cccs1)c1nc2c(nnn2Cc2ccc(F)cc2)c(=O)[nH]1	6	17	4	7	-3	-1	2	1.0	-0.8	2.3	0.4
NC(=O)C1(N2CCCCC2)CCN(C(=O)c2ccc(-n3cnnn3)cc2)CC1	4	400	2	-2	-10	-1	-3	-1.1	-1.0	1.1	2.9
CC(C)(C)CC(C)(C)NC(=O)CSCC(=O)Nc1ccc2ccccc2c1	-13	4	-8	-17	17	7	-20	-1.5	-1.7	3.1	0.1
CC(=O)N/C(=C\c1ccccc1)C(=O)OCC(=O)NC1CCS(=O)(=O)C1 (stereo not drawn)	16	25	-10	-2	-4	-4	-1	-0.1	0.9	5.6	1.1
COC(=O)c1c(-c2cccnc2)csc1NC(=O)c1ccc2c(c1)OCO2	-11	96	6	-12	-7	4	-5	-0.8	1.2	0.9	-1.1
CCOC(=O)Nc1ccc2c(c1)N(C(=O)CCN1CCN(CCO)CC1)c1ccccc1CC2	-11	-16	-3	0	2	0	0	-1.5	-3.3	0.8	0.2
CCCCNC(=O)CS(=O)Cc1nc(-c2cccc(Cl)c2)oc1C (stereo not drawn)	9	-11	-5	-2	3	-1	-8	1.8	-0.6	0.0	2.9
CCCCn1cnc2c(c(CC#N)nn2-c2ccccc2)c1=N	4	·	5	0	-1	-1	0	-0.4	·	2.7	·
CCC(=O)Nc1ccc2c(c1)ncn2C	-1	-6	-5	-1	-5	-1	-1	0.2	0.0	1.6	-0.1
CC1CCCC(NC(=O)COC(=O)COc2cccc(F)c2)C1C (stereo not drawn)	0	37	-4	-4	9	0	6	0.3	0.3	3.0	-1.6
CCOC(=O)N1CCC(N(C(=O)Nc2ccc(CC)cc2)C(C)CC)CC1 (stereo not drawn)	8	11	-2	-4	3	5	-9	-0.4	-0.9	2.5	2.6
CCCCSc1nnc(-c2ccc(C)cc2)o1	-12	49	4	-8	-1	4	-5	-0.1	3.5	4.0	2.9
CCOc1cc(/C=C/C(=O)OCC(=O)NC2CCS(=O)(=O)C2)ccc1OCc1ccccc1 (stereo not drawn)	-15	1	3	-3	0	5	-11	1.0	1.0	3.1	0.6
CC(=O)c1ccc(Cc2cnc(N)s2)cc1	-12	15	-7	0	0	9	3	0.7	-0.3	1.7	1.6
O=C(O)C1CC=CCC1C(=O)Nc1ccccc1Cl (stereo not drawn)	-11	1	3	2	-3	4	-2	-0.9	0.0	3.1	2.4
Cc1cc(OCC(=O)N2CCN(c3ccc(F)cc3)CC2)c2c(C)cc(=O)oc2c1	-3	5	-2	2	3	1	-1	3.0	-3.6	6.8	0.5
O=C(Nc1ccccc1-c1ccccc1)c1cccs1	-12	-12	2	0	-2	5	3	-0.8	3.0	4.3	3.3
COc1ccccc1NC(=O)C1CCCN1C(=O)NCc1ccccc1 (stereo not drawn)	15	178	-11	-6	-6	0	3	0.8	-0.2	5.3	-0.1
Cc1c(NC(=S)NC(=O)c2sc3ccccc3c2Cl)cccc1C(=O)O	2	-12	3	1	5	-5	2	-3.5	0.2	2.1	-1.2
Cc1cc(C)n(-c2nc(NCC(C)O)c3c4c(sc3n2)COC(C)(C)C4)n1 (stereo not drawn)	-15	-13	-7	-1	-2	0	-4	-1.2	-1.7	0.1	2.4
Cc1ccccc1CCNC(=O)c1cc(C2CC2)nc2c1cnn2C(C)C	12	16	8	-4	5	1	-3	-0.3	2.1	0.6	-0.8
Cc1noc(C)c1NC(=O)Nc1ccc2c(c1)CC(=O)N([C@H](C)CO)C[C@@H](C)[C@H](CN(C)CC1CCCCC1)O2	10	17	-1	-7	-6	-1	-5	-2.1	-3.6	1.8	-2.2
CCOC(NC(=O)c1ccccc1)C(NC(=O)c1ccccc1)OCC (stereo not drawn)	-9	-1	2	0	-3	-3	-16	-0.7	1.8	3.5	5.2
O=C(CCc1nc2ccccc2s1)N1CCN(S(=O)(=O)c2cccs2)CC1	4	96	-4	0	11	-2	1	0.4	-1.5	2.2	-1.6
N#Cc1ccccc1NC(=S)NC(=O)c1cccs1	-6	32	-2	0	-7	1	4	0.6	-3.2	0.0	-1.4
O=C1C(Cc2ccccc2)Nc2ncnc(N3CCCCC3)c2N1Cc1ccc(Br)cc1 (stereo not drawn)	32	-18	-2	-2	-2	-8	-12	-1.1	-0.7	1.4&-0.2	0.2
Clc1ccc2c(c1)c1cc(Cl)ccc1n2CN1CCOCC1	-14	-11	-7	-7	6	1	-4	1.1	-1.7	1.1	3.3
Cc1cc(C(=O)COc2nncc3ccccc23)c(C)n1C	-22	·	-5	2	1	-3	8	0.5	·	3.5	·
CCOC(=O)c1c(C)nc(SCC(N)=O)c(C#N)c1-c1ccccc1	10	-10	7	1	-2	-1	-10	0.7	0.1	2.3	-0.5
COc1ccc2c(CC(=O)NCc3ccc4c(c3)OCO4)coc2c1	10	3	-8	2	-4	-4	-12	12	-3.2	2.9	0.7
C(=NN=C(NN=Cc1cccs1)NN=Cc1cccs1)c1cccs1	-9	·	2	-1	-1	2	9	4.4	·	3.7	·
O=C(NCCC1CCCC1)C1CCC(=O)N(CCCN2CCCC2=O)C1 (stereo not drawn)	-16	12	-5	-4	7	4	-5	-0.1	2.9	-0.6	0.8
CCc1nnc(NS(=O)(=O)c2ccc(NC(=O)CCC(=O)O)cc2)s1	-9	-5	-4	0	2	3	10	-1.1	3.8	2.7	4.3
COc1ccc(/C=N/NC(=O)c2cccnc2)cc1CSc1ccccn1	-1	-15	5	-2	2	1	-12	0.2	-1.7	3.2	2.2
CCOc1cc(C(=O)Nc2ccccc2N2CCOCC2)ccc1OCC(=O)N1CCOCC1	-15	-3	1	0	0	6	-8	-1.6	0.3	1.0	2.3
COc1ccc(-c2nc(N)c(C#N)c(-c3cccnc3)c2C)cc1	-6	6	-3	2	-5	0	-1	-9.0	-4.2	0.3	-1.8
CCNC(=S)Nc1cccc(NC(=O)c2ccccc2O)c1	3	1	1	2	5	0	-2	0.6	4.8	4.4	2.4
CCCCn1c(SCC(=O)NC2CCS(=O)(=O)C2)nnc1-c1ccc(OC)cc1 (stereo not drawn)	6	-20	-8	2	2	-2	-10	0.4	-1.6	0.8	0.3
CCN(c1ccccc1)S(=O)(=O)c1nnc(NC(=O)CC(C)C)s1	16	-4	-9	-4	-4	-4	-4	1.5	-1.6	3.3	0.2
Cc1ccc(NC(=S)NNC(=O)c2nn(C)c(C)c2Cl)cc1	17	-11	5	6	2	0	-2	-1.6	-5.0	-2.7	-2.5
COC(=O)C(N)Cc1ccc(Cl)cc1 (stereo not drawn)	2	2	3	3	-4	2	8	-0.8	2.2	4.1	0.2
Cc1ccc(N2C(N)=C(C#N)C(c3cccnc3)C3=C2CC(C)(C)CC3=O)cc1 (stereo not drawn)	6	-12	2	1	-15	-2	0	-1.1	1.1	1.0	3.2
COc1ccc(CN(C)CC(O)COC(c2ccccc2)c2ccccc2)c(OC)c1OC (stereo not drawn)	1	-11	-13	-1	2	-3	-5	-0.3	-1.1	3.0	1.7
